Ecoli WT expand: growth inhibitors of wild-type E. coli, primary screen, strain BW25113, expanded library, OD600. growth inhibition, % at 100 µM. 98,000 compounds, 0.15% hits. OD600 absorbance. AID 710, 2007;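 active = growth inhibition above about 50% at one test dose, limit read from the data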;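 also: growth measured after 20 h incubation at 37 °C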
CYP2C19 inhib: blockers of cytochrome P450 2C19 activity – biochemical, luminescence, ADME assay, primary screen | 96,000 compounds, 21% hits | CYP2C19 Supersomes, luciferin-H EGE luminescence, 30 min | inhibition, % at 5 µM;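 active = CYP2C19 inhibition above a set limit at 5 µM in the primary screen, cut at about 50% in these data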;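 also: plate controls were negative control wells for no effect and 2.5 mM tranylcypromine positive control for full effect; values of inactives mirror those of a sister screen read the other way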
Target sequence (P33261 whole entry, looked up): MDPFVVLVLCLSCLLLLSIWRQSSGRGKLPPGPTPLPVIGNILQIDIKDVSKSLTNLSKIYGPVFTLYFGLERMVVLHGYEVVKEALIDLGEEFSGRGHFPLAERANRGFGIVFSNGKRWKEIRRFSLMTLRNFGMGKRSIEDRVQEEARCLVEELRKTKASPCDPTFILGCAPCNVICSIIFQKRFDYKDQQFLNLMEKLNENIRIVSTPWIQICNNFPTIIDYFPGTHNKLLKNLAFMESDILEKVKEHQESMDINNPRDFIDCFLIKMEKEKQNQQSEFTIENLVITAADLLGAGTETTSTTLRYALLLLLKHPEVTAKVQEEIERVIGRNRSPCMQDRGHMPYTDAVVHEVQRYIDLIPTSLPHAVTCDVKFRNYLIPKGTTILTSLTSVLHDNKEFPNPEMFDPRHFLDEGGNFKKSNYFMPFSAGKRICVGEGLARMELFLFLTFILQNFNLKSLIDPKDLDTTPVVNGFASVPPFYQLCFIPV
PLAP activator: PLAP enzyme activators, biochemical, luminescence, HTS; Alkaline phosphatase, placental type (Homo sapiens), P05187; 96,000 compounds, 1.2% hits; purified PLAP enzyme, luminescent substrate read-out; active compounds read high; activation fold at 20 µM; AID 696, 2007; in the data active = activation fold above about 2
CYP2C9 inh: blockers of cytochrome P450 2C9 activity – biochemical, luminescence, ADME assay, primary screen; CYP2C9 Supersomes, luciferin-H conversion; inhibition, % at 5 µM; 96,000 compounds, 20% hits; AID 777, 2007;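 active = blocking of liver enzyme CYP2C9 beyond about 50% at 5 µM, limit read from the data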; also: values of inactives mirror those of a sister screen read the other way
Target sequence (P11712 whole entry, looked up): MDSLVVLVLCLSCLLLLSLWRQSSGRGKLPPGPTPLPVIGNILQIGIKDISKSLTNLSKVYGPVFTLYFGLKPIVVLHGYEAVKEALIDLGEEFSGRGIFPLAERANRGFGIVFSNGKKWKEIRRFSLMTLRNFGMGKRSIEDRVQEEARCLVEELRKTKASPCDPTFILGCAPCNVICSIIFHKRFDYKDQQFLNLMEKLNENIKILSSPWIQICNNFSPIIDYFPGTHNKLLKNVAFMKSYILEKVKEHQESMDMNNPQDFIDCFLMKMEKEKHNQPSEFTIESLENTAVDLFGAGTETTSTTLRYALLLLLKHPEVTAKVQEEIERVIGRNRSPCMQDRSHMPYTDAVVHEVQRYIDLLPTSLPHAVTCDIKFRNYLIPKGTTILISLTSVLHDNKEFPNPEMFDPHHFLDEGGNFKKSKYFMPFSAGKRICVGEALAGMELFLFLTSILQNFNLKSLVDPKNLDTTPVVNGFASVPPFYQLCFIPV
CYP2C9 activ: human CYP2C9 activators, primary screen, biochemical, luminescence; recombinant CYP2C9, luciferin-H conversion; active compounds read high; factor 1 = untreated enzyme, 0 = blocked; activation factor at 5 µM; 96,000 compounds, 1.4% hits; Cytochrome P450 2C9 (Homo sapiens), P11712;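 active = activation factor of 2 or more for CYP2C9 at a 5 µM dose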;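 also: 0 = sulfaphenazole-blocked wells and 1 = vehicle-only wells; values of inactives mirror those of a sister screen read the other way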
EphB4 antag: EphB4-ephrin-B2 interaction antagonists, primary screen, biochemical, TNYL-RAW peptide probe, fluorescence polarization | EphB4 LBD / TNYL-RAW-Alexa532 peptide | inhibition, % at 7 µM | 97,000 compounds, 0.15% hits | AID 720, 2007;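 active = inhibition above the screen-wide mean inhibition plus 3 SD, cut at about 15% in these data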;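 also: 0% = DMSO wells and 100% = excess unlabeled TNYL-RAW peptide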
CYP2C19 activ: human CYP2C19 activators, primary screen, biochemical, luminescence; Cytochrome P450 2C19 (Homo sapiens), P33261; recombinant CYP2C19, luciferin-H EGE luminescence; active compounds read high; 0 = fully inhibited enzyme, 1 = untreated enzyme; activation factor at 5 µM; 96,000 tested, under 10 active;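 active = activation factor of at least 2 at 5 µM in the primary screen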;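 also: 0 = wells with 2.5 mM tranylcypromine and 1 = vehicle-only wells; values of inactives mirror those of a sister screen read the other way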
PostGolgi yeast: phenotypic screen on post-Golgi transport, primary screen; inhibition, % at 10 µM; 98,000 compounds, 0.9% hits; post-Golgi transport phenotypic cell assay; in the data active = inhibition above about 30%;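 also: yeast cells grown in 1536-well plates; yeast grown about 18 h at 30C before absorbance read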
PTK2B oligo ant: antagonists of Pyk2 self-association, primary screen, Q293 cells, FERM NanoBiT luminescence, HTS | active compounds read low | z-score (the deposit names both 25 µM and 10 µM) | 99,000 compounds, 0.83% hits | AID 1347419, 2020;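 active = Z-score of -3 or lower, scaled per plate to the spread of control and sample wells; inactive = z-score above -3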;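 also: negative z-score means lost luminescence so less FERM oligomerization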
The depositor's hits bear a star; nt = no result given.

| SMILES | Ecoli WT expand | CYP2C19 inhib | PLAP activator | CYP2C9 inh | CYP2C9 activ | EphB4 antag | CYP2C19 activ | PostGolgi yeast | PTK2B oligo ant |
| --- | --- | --- | --- | --- | --- | --- | --- | --- | --- |
| Cc1ccc(SCc2nc3ccccc3[nH]2)cc1 | 28 | 89* | 0.9 | 50 | 0.5 | -1 | 0.1 | 3 | 0.12 |
| Cn1c(=O)oc2cc(S(=O)(=O)N3CCc4ccccc4C3)ccc21 | 2 | 52* | 0.8 | 8 | 0.9 | nt | 0.5 | -3 | nt |
| O=c1c2c(nc(NCCO)n1CC1CCCCC1)-c1ccccc1CC21CCCC1 | -8 | 93* | 1.6 | 100* | 0 | 0 | 0.1 | 18 | -2.3 |
| CCC(C)(C)n1nnnc1C(c1cc2ccc(OC)cc2[nH]c1=O)N1CCc2ccccc2C1 (stereo not drawn) | -14 | 18 | 1.5 | 73* | 0.3 | -3 | 0.8 | -2 | -0.05 |
| COc1ccc(OC)c(CNC(=O)CCNC(=O)Cn2ccc3ccccc3c2=O)c1 | -8 | 6 | 1.1 | -4 | 1 | -7 | 0.9 | 2 | 0.67 |
| COCCCNC(=O)C(Cc1ccccc1)NS(=O)(=O)c1ccc2c(c1)c(=O)n(C)c(=O)n2C (stereo not drawn) | 9 | -8 | 1.3 | 10 | 0.9 | nt | 1.1 | -1 | 1.3 |
| O=C(OC1CCN(c2ncc(C(F)(F)F)cc2Cl)CC1)c1ccccc1 | 7 | 5 | 1 | 11 | 0.9 | -7 | 0.9 | -6 | -0.27 |
| N#CC1=C(N)N=C(SCc2cccc3ccccc23)C(C(N)=O)C12CCCCC2 (stereo not drawn) | 10 | 72* | 1.3 | 74* | 0.3 | -3 | 0.3 | -12 | -0.92 |
| Cc1ccccc1NC(=O)NCCCN1CCN(C2CCCCC2)CC1 | -3 | 4 | 1.1 | 14 | 0.9 | -4 | 1 | -5 | 0.56 |
| Cc1cc(C)n2nc(SCn3nnc4ccccc4c3=O)nc2n1 | 3 | 72* | 1.3 | 8 | 0.9 | 2 | 0.3 | -3 | 0.29 |
| Cc1nn(S(=O)(=O)N2CCCCC2)c(C)c1Br | -5 | 24 | 1 | -9 | 1.1 | 9 | 0.8 | -6 | 0.75 |
| O=C(CSc1ccc(Cl)cc1)Nn1cnnc1 | -9 | 87* | 0.9 | 82* | 0.2 | 3 | 0.1 | 2 | 1.6 |
| COc1ccccc1CNC(=O)c1cnc2sccn2c1=O | nt | 0 | 1 | -33 | 1.3 | nt | 1 | nt | nt |
| CCOC(=O)Nc1sc(C)nc1-c1ccccc1 | 3 | 61* | 0.9 | 18 | 0.8 | 0 | 0.4 | 2 | 0.91 |
| O=C(/C=C/c1ccco1)NCC1CCCO1 (stereo not drawn) | -8 | 3 | 1.2 | 5 | 1 | -7 | 1 | 1 | -0.66 |
| CC(=O)c1ccc(-n2nncc2C(C)(C)C)cc1 | -2 | 24 | 1.2 | -12 | 1.1 | 0 | 0.8 | -9 | 0.53 |
| C/C(=N\Nc1nc2c(s1)CCCC2)c1ccc(Cl)cc1 | -1 | 17 | 1.4 | 18 | 0.8 | -1 | 0.8 | 4 | -0.56 |
| CC(C)(C)c1ccc(OCC(O)CS(=O)(=O)c2ccccn2)cc1 (stereo not drawn) | -4 | 14 | 0.9 | 29 | 0.7 | 2 | 0.9 | 3 | -0.62 |
| COc1ccc(CN2CCN(C(=O)CC(C)C)CC2)c(OC)c1OC | 1 | 6 | 1.2 | -13 | 1.1 | -4 | 0.9 | 2 | 1.1 |
| CCOC(=O)CN(C(=O)CN1CCOCC1)c1ccc(Br)cc1 | 5 | 65* | 1.5 | 6 | 0.9 | 7 | 0.4 | -1 | 1.3 |
| Cc1ccc2cc(C(c3nnnn3C3CCCC3)N3CCOCC3)c(=O)[nH]c2c1C (stereo not drawn) | -9 | 8 | 1.1 | 16 | 0.8 | -4 | 0.9 | -5 | 0.61 |
| CC(=O)c1cc(F)c(N2CCN(C(=O)Cc3ccccc3)CC2)cc1C | 7 | 30 | 1 | 30 | 0.7 | 0 | 0.7 | 8 | 0.56 |
| Cc1ccc(OCC(=O)NCCO)cc1C | 2 | 11 | 1 | -28 | 1.3 | -5 | 0.9 | 4 | 0.97 |
| CC1CCc2nc(NC(=O)C3CCCO3)sc2C1 (stereo not drawn) | 7 | -5 | 1 | 3 | 1 | 7 | 1 | -2 | 0.33 |
| COc1cccc(NC(=O)Cn2c(=O)oc3ccccc32)c1 | -2 | 68* | 0.9 | 38 | 0.6 | 8 | 0.3 | 9 | -1.2 |
| O=C(c1n[nH]c(=O)c2ccccc12)N1CCN(c2ccccc2)CC1 | 9 | 15 | 1 | 14 | 0.9 | 3 | 0.8 | 7 | -0.22 |
| CCOC(=O)c1c(NC(=O)CSc2nnnn2CC)sc(C)c1C | -7 | 14 | 1.5 | 52* | 0.5 | -10 | 0.9 | -2 | -0.91 |
| CCOC(=O)c1c(C)oc2c1c(C(c1cccnc1)N1CCOCC1)c(O)c1ccccc12 (stereo not drawn) | 2 | 34 | 1.4 | 64* | 0.4 | 2 | 0.7 | -2 | -0.71 |
| COc1cccc2cc(-c3nnc(SCC(=O)NCCc4ccccc4)n3C)oc12 | -5 | 20 | 1 | 1 | 1 | 0 | 0.8 | -15 | -0.27 |
| COc1ccc(C)cc1NC(=O)C12CCC(C)(C(=O)O1)C2(C)C (stereo not drawn) | 1 | 44 | 0.9 | -57 | 1.6 | 1 | 0.6 | -1 | -0.95 |
| O=c1[nH]c(CSc2nnc(NCCCN3CCOCC3)s2)nc2cc(Cl)ccc12 | -6 | -7 | 1.2 | 2 | 1 | 6 | 1.1 | 6 | 2.7 |
| CC(C)CC(C(=O)OCC(=O)Nc1ncc(Cl)cc1Cl)N1C(=O)c2ccccc2C1=O (stereo not drawn) | 2 | 11 | 1.2 | 7 | 0.9 | 8 | 0.9 | 1 | 0.27 |
| CN1CCC(N(C)C(=O)CCc2nc3ccccc3c(=O)[nH]2)CC1 | 0 | -11 | 1.2 | -7 | 1.1 | 1 | 1.1 | -37 | -0.47 |
| NC(=O)CSc1nc(N)c2c3c(sc2n1)CCCCC3 | 6 | 67* | 0.9 | 35 | 0.7 | nt | 0.3 | 6 | -0.15 |
| CCCCNC(=O)Nc1c(C(=O)OCC)[nH]c2ccccc12 | 2 | 7 | 1 | 0 | 1 | -1 | 0.9 | -6 | 0.24 |
| COc1ccc(-c2[nH]ncc2/C=C(/C#N)C(=O)NC2CCCCCC2)cc1 | -1 | 17 | 1.1 | 33 | 0.7 | 5 | 0.8 | 10 | -2 |
| Cc1c(NS(=O)(=O)c2cccc(C(=O)NCc3ccccc3)c2)c(=O)n(-c2ccccc2)n1C | 4 | 21 | 1.5 | 48 | 0.5 | -10 | 0.8 | 9 | 0.83 |
| O=C(NCCCc1ccccc1)C1CC(=O)N(c2ccc3c(c2)OCCO3)C1 (stereo not drawn) | 0 | nt | nt | nt | nt | -10 | nt | 1 | -0.68 |
| c1ccc(-n2ncc3c(NCC4CCCO4)ncnc32)cc1 (stereo not drawn) | -10 | nt | nt | nt | nt | -2 | nt | -8 | 0.29 |
| CCc1nc2oc3ccccc3c(=O)c2c(=O)n1-c1ccccc1 | -1 | 10 | 0.9 | -28 | 1.3 | -1 | 0.9 | -6 | -1.5 |
| Cn1c(=O)[nH]c(=O)c2c1nc1n2CCN1Cc1ccccc1 | 1 | -7 | 1 | -2 | 1 | 2 | 1.1 | -2 | 0.45 |
| O=C(CN1CCN(Cc2ccc(F)cc2Cl)C1=O)NCCc1ccc(Cl)cc1 | -3 | 37 | 0.8 | 67* | 0.3 | -6 | 0.6 | 22 | 1.1 |
| NC(=NC(=O)c1ccccc1)C1=C(O)CCC1=O | 5 | -8 | 1 | 0 | 1 | -13 | 1.1 | 13 | 0.3 |
| COc1ccc(C(c2nnnn2Cc2ccc(F)cc2)N2CCN(c3ccc(OC)cc3)CC2)cc1 (stereo not drawn) | -10 | 38 | 1.5 | 50 | 0.5 | 3 | 0.6 | 3 | -3 |
| O=c1c2[nH]c3ccc(F)cc3c2ncn1CCCn1ccnc1 | 1 | 64* | 0.8 | 80* | 0.2 | -14 | 0.4 | -3 | -0.11 |
| CCc1nnc(NC(=O)CSc2nc3ccccc3s2)s1 | -10 | 19 | 1.2 | 58* | 0.4 | 8 | 0.8 | 5 | 0.91 |
| Nc1nsnc1C(=O)NCCO | 6 | -10 | 1.3 | -10 | 1.1 | 0 | 1.1 | 0 | 0.18 |
| CN(Cc1ccccc1)c1nc2c(c(=O)[nH]c(=O)n2C)n1Cc1ccccc1Cl | -11 | 6 | 0.8 | 17 | 0.8 | -1 | 0.9 | -1 | -2 |
| O=C(CN1C(=O)NC(Cc2ccccc2)(Cc2ccccc2)C1=O)NCC1CCCCC1 | 3 | 42 | 1.6 | 55* | 0.4 | 9 | 0.6 | 0 | -0.79 |
| COc1cc(NC(=S)NC(=O)c2ccccc2C)ccc1NC(=O)c1cccs1 | -1 | 7 | 0.9 | 35 | 0.7 | 2 | 0.9 | -18 | -1.8 |
| O=C(Oc1ccc(Br)cc1)c1cncc(Br)c1 | -4 | 3 | 0.9 | 4 | 1 | 0 | 1 | 26 | 0.32 |
| CCOC(=O)c1c(-c2ccc(C)o2)csc1NC(=O)COC(=O)c1cccs1 | -14 | nt | nt | nt | nt | 6 | nt | 1 | -0.12 |
| CC(=O)Nc1ccc(S(=O)(=O)Oc2ccc(N3C(=O)C4CCCCC4C3=O)cc2)cc1 (stereo not drawn) | -12 | 26 | 0.9 | 47 | 0.5 | -3 | 0.7 | -8 | 0.12 |
| CCCCC(=O)Nc1ccc(C(=O)N2CCCC(C(=O)OCC)C2)cc1 (stereo not drawn) | 0 | 92* | 1.1 | -1 | 1 | -8 | 0.1 | -1 | 0.36 |
| CCOCCCNC(=O)CCCOc1ccccc1 | 6 | 8 | 0.9 | -1 | 1 | 3 | 0.9 | 11 | 2.6 |
| O=C1c2ccccc2C(=O)N1CCCc1nc2ccccc2c(=O)n1Cc1ccco1 | -9 | 7 | 0.9 | 14 | 0.9 | -6 | 0.9 | -1 | 0.5 |
| COC(=O)c1ccc(NC(=O)C2CCCN2S(=O)(=O)c2ccc(C)cc2)cc1 (stereo not drawn) | 3 | 36 | 0.9 | 26 | 0.7 | nt | 0.6 | 6 | nt |
| O=C(COc1ccccc1Br)c1ccc(O)cc1O | 26 | 66* | 0.9 | 62* | 0.4 | 6 | 0.3 | -2 | 0.18 |
| CN(Cc1ccccc1)C(=O)c1cc(-c2ccc(Br)cc2)on1 | -11 | nt | nt | nt | nt | 1 | nt | 5 | -1.5 |
| COc1ccccc1NC(=O)CSc1nnc(-c2ccco2)o1 | 5 | 18 | 0.9 | -14 | 1.1 | -7 | 0.8 | 0 | 1.6 |

Retrieved by structure from the list above (three):
| SMILES | Ecoli WT expand | CYP2C19 inhib | PLAP activator | CYP2C9 inh | CYP2C9 activ | EphB4 antag | CYP2C19 activ | PostGolgi yeast | PTK2B oligo ant |
| --- | --- | --- | --- | --- | --- | --- | --- | --- | --- |
| CCOC(=O)c1c(NC(=O)CSc2nnnn2CC)sc(C)c1C | -7 | 14 | 1.5 | 52* | 0.5 | -10 | 0.9 | -2 | -0.91 |
| O=c1c2c(nc(NCCO)n1CC1CCCCC1)-c1ccccc1CC21CCCC1 | -8 | 93* | 1.6 | 100* | 0 | 0 | 0.1 | 18 | -2.3 |
| Cc1cc(C)n2nc(SCn3nnc4ccccc4c3=O)nc2n1 | 3 | 72* | 1.3 | 8 | 0.9 | 2 | 0.3 | -3 | 0.29 |

Source: PubChem
